# Gal4-VP16 FLuc = inhibits Gal4-VP16 luciferase reporter, ROR gamma counter-screen | Drosophila S2 Gal4-VP16 UAS-luciferase, luminescence, 20 h | Potency, µM (titrated, usually from 53.6 µM), for inactives: top-dose activity, negative = inhibition, hits mostly inhibitors | hit rate 3.5% among 310,000 | AID 2546;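 note: Gal4-VP16 expression switched on by copper sulfate through the metallothionein promoter; potency is the fitted concentration of half-maximal effect; % is set by controls: 0 for no effect and ±100 for the full control effect; nearly all actives have a fitted effect of over 50% in size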
# Rab9 promoter act = Rab9 promoter activation; Potency, µM (highest dose often 9.22 µM), for the others: at the highest dose activation, negative = inhibition, actives largely listed as activators; Huh7 Rab9 promoter-luciferase reporter, luminescence, 24 h; hit rate 2.8% among 320,000; AID 485297; note: potency is the fitted concentration of half-maximal effect; % of control where 0% means no effect; nearly all actives have a fitted effect of over 60% in size
#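 Cell-based reporter: Huh7 stable for Rab9 promoter-driven luciferase, plated in reduced-serum medium with 10% FBS at 1500 cells/well, compound-treated 24 h at 37 °C, luminescence read after 10 min reagent.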
# Tb PFK block = inhibitors of T. brucei phosphofructokinase | O15648 | T. brucei PFK, ADP-Glo luminescence | Potency, µM (highest dose often 57.5 µM), for the others: top-dose activity, negative = inhibition, usual class: inhibitors | hit rate 0.17% among 330,000 | AID 485367;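 note: potency is the fitted concentration of half-maximal effect; 0% = uninhibited 1x PFK enzyme wells and -100% = no-enzyme wells; nearly all actives have a fitted effect of over 60% in size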
# Target sequence (O15648 whole entry, looked up): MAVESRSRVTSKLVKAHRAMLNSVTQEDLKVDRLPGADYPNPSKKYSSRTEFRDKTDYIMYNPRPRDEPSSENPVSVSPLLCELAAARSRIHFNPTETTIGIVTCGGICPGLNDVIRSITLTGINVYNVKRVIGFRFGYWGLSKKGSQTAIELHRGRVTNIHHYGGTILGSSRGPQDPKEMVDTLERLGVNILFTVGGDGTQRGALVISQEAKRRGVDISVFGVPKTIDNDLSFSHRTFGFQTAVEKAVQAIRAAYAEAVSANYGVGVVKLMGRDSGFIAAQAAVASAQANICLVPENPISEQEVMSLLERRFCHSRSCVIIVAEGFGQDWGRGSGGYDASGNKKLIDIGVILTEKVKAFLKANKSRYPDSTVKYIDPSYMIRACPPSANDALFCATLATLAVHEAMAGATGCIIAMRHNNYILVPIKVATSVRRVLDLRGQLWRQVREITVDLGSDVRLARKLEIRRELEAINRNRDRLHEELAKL
#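 Luminescent ADP detection (ADP-Glo, two-step: ATP depletion then ADP-to-ATP conversion for luciferase) reported PFK activity after 45 min room-temperature reaction of 1.25 nM enzyme with 0.5 mM F6P and 0.1 mM ATP at pH 8.0.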
# p53 reactivation = restores transcriptional activity of mutant p53; Potency, µM (highest dose often 92.2 µM), for the others: top-dose activity change, positive = activation, actives largely listed as activators; hit rate 0.063% among 320,000; H1299 p53-A138V BP100-luciferase reporter, luminescence, 24 h; note: potency is the fitted concentration of half-maximal effect; % of control where 0% means no effect; nearly all actives have a fitted effect of over 45% in size
#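 H1299 (p53-null), stable ts p53-A138V + BP100-Luc; 1000 cells/well, Opti-MEM/10% FBS; cpd 4 pt, 1:5; 24 h, 37 deg C, 5% CO2; detection reagent 10 min RT; luminescence.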
# RORgamma inh = blocks mouse ROR gamma transcriptional activity; P51450; Drosophila S2 Gal4-RORgamma UAS-luciferase reporter, 20 h; Potency, µM (top dose mostly 53.6 µM), inactives show top-dose activity change, negative = inhibition, hits mostly inhibitors; hit rate 5.4% among 310,000; note: potency is the fitted concentration of half-maximal effect; % is set by controls: 0 for no effect and ±100 for the full control effect; nearly all actives have a fitted effect of over 60% in size
#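 Luminescence from a UAS-regulated Photinus luciferase reporter in stably transfected Drosophila Schneider cells is measured; decreased signal marks ROR gamma inhibition. Fusion expression is induced by 700 uM copper sulfate for 20 hr.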
# BRCA1 expr act = activators of BRCA1 expression; hit rate 1.1% among 380,000; AID 624202; Potency, µM (highest dose often 46.1 µM), inactives show top-dose activation, actives largely listed as activators; MCF7-BRCA1-FFLuc reporter, luminescence, 48 h; response scale: scaled: vehicle 0%, 10 µM genistein 100%; note: potency is the fitted concentration of half-maximal effect; nearly all actives have a fitted effect of over 80% in size; some results filed as inactive show a strong effect at the top dose
#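 MCF7 cells carrying a BRCA1-firefly luciferase reporter (2000 cells/well, phenol-red free MEM) were attached for 2 h at 37 °C, then given compounds for 48 h. Luminescence was read 15 min after luciferase reagent; activity normalized to genistein (10 microM) and DMSO.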
# ELG1 genotoxic = induces genotoxicity in HEK293T cells with luciferase-tagged ELG1. HEK293T ELG1-luciferase reporter, luminescence, 16 h. Potency, µM (top dose mostly 46 µM), without a hit: top-dose activity change, positive = activation, actives largely listed as activators. hit rate 1.3% among 330,000. AID 504466; note: potency is the fitted concentration of half-maximal effect; % of control where 0% means no effect; nearly all actives have a fitted effect of over 60% in size
#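 ELG1-luciferase HEK293T cells, 2,000/well; compound pinned in; 16 hr, 37 °C, 5% CO2; ONE-Glo, 30 min RT; luminescence on CCD imager.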
# NPC1 promoter act = activators of NPC1 promoter; Huh7 NPC1 promoter luciferase reporter, 24 h; Potency, µM (doses to about 9.22 µM), for inactives: top-dose activation, most hits filed as activators; hit rate 2.4% among 320,000;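 note: potency is the fitted concentration of half-maximal effect; % of control where 0% means no effect; nearly all actives have a fitted effect of over 60% in size; reporter is driven by a mutant NPC1 promoter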
#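 Quantitative HTS used a cell-based reporter: Huh7 cells stably bearing the NPC1 promoter upstream of luciferase were treated with compounds for 24 h, and promoter activation was read as luminescence.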
# TRPV1 ag = human TRPV1 agonism; TRPV1-expressing cells, Fluo-8 calcium influx, agonist mode; hit rate 0.19% among 320,000; activation, % at 8.33 µM; in the data active = activation above about 80%; inconclusive = between about 30% and that limit; note: 0% is about no effect
#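 Cells expressing TRPV1 were dye-loaded with Fluo-8 and read kinetically: 10 s baseline, 3 min after compound (agonist portion), then 2 min after EC20 capsaicin (allosteric enhancer portion). Calcium-bound dye fluorescence at 480/520 nm.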
# FLuc counter = counter-screen for miR-21 project: firefly luciferase inhibitors or activators; P08659; purified FLuc, Km substrates, luminescence inhibition; Potency, µM (top dose mostly 57.5 µM), inactives show at the highest dose activity change, negative = inhibition, hits mostly inhibitors; hit rate 6.9% among 360,000;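 note: potency is the fitted concentration of half-maximal effect; plate controls were vehicle for no effect and reference inhibitor for full effect; nearly all actives have a fitted effect of over 55% in size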
# Target sequence (P08659 whole entry, looked up): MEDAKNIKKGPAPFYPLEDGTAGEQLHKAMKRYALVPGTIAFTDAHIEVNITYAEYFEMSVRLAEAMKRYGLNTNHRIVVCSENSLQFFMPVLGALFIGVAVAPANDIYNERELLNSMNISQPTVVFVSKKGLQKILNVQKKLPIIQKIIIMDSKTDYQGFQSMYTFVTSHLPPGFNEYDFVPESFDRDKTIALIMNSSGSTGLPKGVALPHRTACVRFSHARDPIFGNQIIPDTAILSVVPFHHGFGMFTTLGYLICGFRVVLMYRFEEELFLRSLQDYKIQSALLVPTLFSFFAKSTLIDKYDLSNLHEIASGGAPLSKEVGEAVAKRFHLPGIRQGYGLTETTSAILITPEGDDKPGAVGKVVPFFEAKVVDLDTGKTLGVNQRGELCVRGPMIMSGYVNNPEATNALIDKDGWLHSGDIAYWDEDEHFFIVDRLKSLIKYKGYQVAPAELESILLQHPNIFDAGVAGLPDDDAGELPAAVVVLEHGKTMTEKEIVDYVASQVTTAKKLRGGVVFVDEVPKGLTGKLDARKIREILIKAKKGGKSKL
#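 Biochemical qHTS of compounds, final roughly 60 µM downward over six points, against 10 nM purified firefly luciferase using Km concentrations of substrates (10 uM D-luciferin, 10 uM ATP) in Tris acetate pH 7.5 buffer; luminescence output.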
# ELG1 repair inh = inhibitors of ELG1-dependent DNA repair in HEK293T cells; HEK293T ELG1-luciferase reporter, luminescence, 16 h; DNA damage induced by 5-fluorouridine; Potency, µM (titrated, usually from 46.1 µM), without a hit: at the top dose activity change, negative = inhibition, most hits filed as inhibitors; hit rate 2.3% among 330,000; note: potency is the fitted concentration of half-maximal effect; % is set by controls: 0 for no effect and ±100 for the full control effect; nearly all actives have a fitted effect of over 55% in size
#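 HEK293T cells expressing luciferase-tagged ELG1 (2,000/well) received 5-Fluorouridine plus compound or DMSO for 16 hr at 37 °C. Luciferase was read by ONE-Glo luminescence after 30 min at room temperature.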
# * hit, by the source's call; u = inconclusive; x = no result given; [ ] = another dose, or the depositor's remark. Unless noted, calls come from the whole dose curve; as a rule, active = well fitted curve in the direction sought with a large enough effect; inconclusive = small, poorly fitted or top-dose-only effect, or another doubt; inactive = no such curve, though single readings can be large; an effect the other way counts as inactive or inconclusive.
entry	canonical_smiles	Gal4-VP16 FLuc	Rab9 promoter act	Tb PFK block	p53 reactivation	RORgamma inh	BRCA1 expr act	ELG1 genotoxic	NPC1 promoter act	TRPV1 ag	FLuc counter	ELG1 repair inh
1	CCCCn1nnnc1SCC(=O)c1cc(Cl)ccc1OC	1%	4%	2%	-3%	17%	6%	1%	-2%	u	-9%	-3%
2	CC(=O)OC(C(=O)N1CCN(c2ccc(F)cc2)CC1)c1ccccc1 (configuration not stated)	-6%	-3%	0%	-9%	u	11%	3%	1%	-1	4%	-5%
3	COc1cccc(C2NC(=O)CCC2[N+](=O)[O-])c1 (configuration not stated)	-1%	-12%	0%	-1%	-3%	-8%	0%	2%	4	0%	7%
4	CCOc1ccc(C(=O)Nc2ccc(C(=O)N3CCOCC3)cc2)c(OCC)c1	-4%	4%	2%	-3%	-12%	1%	-1%	2%	-2	2%	0%
5	O=[N+]([O-])c1cc([N+](=O)[O-])c(Oc2ccc(F)cc2)cc1NN1CCCCC1	-4%	-1%	0%	15%	-7%	4%	1%	-3%	u	-2%	12%
6	CCOC(=O)C1CCCN(c2cc(C)nc3cc(-c4ccc(F)cc4)nn23)C1 (configuration not stated)	6%	1%	0%	5%	15%[10 µM]	53%	-1%	-2%	2	u	u
7	CCOC(=O)N1CCN(C(=O)CNC(=O)C23CC4CC(CC(C4)C2)C3)CC1	-2%	0%	0%	-2%	14%	-4%	3%	-4%	2	-3%	10%
8	CCN(CC)S(=O)(=O)c1cc(NC(=O)CNc2cccc(S(=O)(=O)N3CCOCC3)c2)ccc1C	x	-34%[inhibitor]	-3%	0%	x	-69%	5.2µM*	-28%	0	6%	u
9	CCOc1ccc(/C=C/C(=O)OCC(=O)Nc2cccc(S(=O)(=O)N3CCCC3)c2)cc1	x	-1%	0%	u	x	13%	-1%	-1%	1	2.1µM*	11%
10	Cn1cc(C(=O)C(=O)N2CCN(c3ccccc3)CC2)c2ccccc21	1%[10 µM]	-6%	-7%	2%	u	4%	-4%	-5%	-1	3%	5%
11	O=C(COC(=O)COc1ccc(Cl)cc1Cl)NC1CC1	x	x	-6%	13%	x	0%	-4%	x	x	x	0%
12	COc1ccc(C2C(C(=O)Nc3cccc(C)n3)CCC(=O)N2c2ccc(OC)cc2)cc1 (configuration not stated)	-16%	-5%	4%	-22%	40%	-23%	0%	-2%	-3	1%	-5%
13	COc1cccc(CNC(=O)CCC(=O)n2ncc3cc(C)ccc32)c1OC	-5%	-1%	1%	x	-18%	-4%	6%	-1%	0	-11%	12%
14	O=S(=O)(Nc1ncnc2c1oc1ccccc12)c1ccc(Cl)s1	-5%	2%	4%	-6%	29%	-13%	0%	2%	-1	u	17%
15	CN1/C(=C\C(=O)COC(=O)CNC(=O)c2ccccc2F)C(C)(C)c2ccccc21	-29%	-3%	0%	1%	30%	-9%	-4%	1%	12	1%	3%
16	COc1cc(NCCC(=O)c2cccs2)c(OC)cc1Cl	-21%	-8%	-30%	14%	-18%	-39%	-5%	-1%	23	0%	-24%
17	COc1cccc(CN(C)C(=O)c2ccc3c(=O)n4c(nc3c2)CCC4)c1	x	3%	-1%	-4%	x	6%	8%	3%	4	2%	16%
18	COC(=O)[C@H](Cc1ccccc1)NC(=O)N1CCC(C)CC1	15%	2%	-3%	11%	u	10%	15%	-1%	3	u	u
19	CC1(C)CC(=O)C=C(NCc2cccnc2)C1	-11%	-2%	2%	-1%	2%	4%	-6%	-1%	1	2%	0%
20	COC1CCN(C(=O)c2ccc3oc(Cc4ccc(Cl)cc4)nc3c2)CC1	6%	-2%	-19%	-4%	27%	0%	-2%	1%	16	-22%	-2%
21	O=C(Nc1ccc2c(c1)OCO2)c1noc2c1CCCCC2	-23%	0.45µM*	3%	u	-39%	20%	u	0.56µM*	u	2.1µM*	u
22	O=C1CC(/C=C/c2ccccn2)=Nc2ccccc2N1	26%	0%	2%	-1%	6%	3%	-4%	10%	2	u	u
23	CCOC(=O)c1cnc2c(C)c(Cl)ccc2c1Nc1ccc(S(=O)(=O)Nc2ncccn2)cc1	-10%	2%	0%	-3%	27%	x	0%	0%	0	u	-9%
24	O=C(CC(=O)N/N=C\c1ccc([N+](=O)[O-])cc1)NCCc1ccccc1	23%	-4%	1%	9%	42%	-20%	-3%	-4%	2	4%	5%

# An excerpt from above in order of SMILES length, low to high.
entry	canonical_smiles	Gal4-VP16 FLuc	Rab9 promoter act	Tb PFK block	p53 reactivation	RORgamma inh	BRCA1 expr act	ELG1 genotoxic	NPC1 promoter act	TRPV1 ag	FLuc counter	ELG1 repair inh
22	O=C1CC(/C=C/c2ccccn2)=Nc2ccccc2N1	26%	0%	2%	-1%	6%	3%	-4%	10%	2	u	u
18	COC(=O)[C@H](Cc1ccccc1)NC(=O)N1CCC(C)CC1	15%	2%	-3%	11%	u	10%	15%	-1%	3	u	u
17	COc1cccc(CN(C)C(=O)c2ccc3c(=O)n4c(nc3c2)CCC4)c1	x	3%	-1%	-4%	x	6%	8%	3%	4	2%	16%
23	CCOC(=O)c1cnc2c(C)c(Cl)ccc2c1Nc1ccc(S(=O)(=O)Nc2ncccn2)cc1	-10%	2%	0%	-3%	27%	x	0%	0%	0	u	-9%

# More results follow:
no. | molecule | Gal4-VP16 FLuc | Rab9 promoter act | Tb PFK block | p53 reactivation | RORgamma inh | BRCA1 expr act | ELG1 genotoxic | NPC1 promoter act | TRPV1 ag | FLuc counter | ELG1 repair inh
25 | O=C1CSC(=S)N1/N=C/c1ccc2c(c1)OCCO2 | -5% | -4% | 0% | 11% | -45% | 62% | 0% | -4% | -2 | 17µM* | -2%
26 | CCOc1cc(C2NC(=O)NC(O)(C(F)(F)F)C2C(=O)c2ccccc2)ccc1OC (configuration not stated) | 1% | -7% | -1% | 15% | 10% | 2% | -3% | 0% | -3 | -1% | 13%
27 | COc1ccc(N2C(=O)[C@@H]3[C@H](C2=O)[C@H]2c4ccccc4C=CN2[C@@H]3C(C)=O)cc1 | -4% | 5% | 10% | 15% | 13% | -32% | 1% | -1% | -4 | u | 8%
28 | COc1ccc(NC(=O)c2c(NC(=O)CNCc3ccco3)sc3c2CCC3)c(OC)c1 | 2.5µM* | -8% | -2% | -13% | 1.1µM* | -20% | 0% | -2% | -1 | 2% | u
29 | COc1ccc(Oc2c(C(F)(F)F)oc3cc(OCC(=O)O)ccc3c2=O)cc1 | 0% | 4% | 3% | 2% | 37% | 26% | 1% | -1% | -2 | -2% | 2%
30 | NC(=O)COC(=O)Cc1coc2cc3c(cc12)CCC3 | -8% | 14% | 0% | -2% | u | 0% | 1% | -8% | u | -19% | 10%
31 | CC(=O)Nc1ccc(SC[C@H](C)CN2CC[C@H](C(C)(C)C)CCC2=O)cc1 | x | -12% | -15% | u | x | 0% | -3% | 0% | u | -22% | u
32 | O=C(c1ccc(Cl)cc1)c1nnc(-c2ccncc2)o1 | 0% | 14% | 2% | 24% | 2% | 11% | 2% | 12% | 10 | u | -1%
33 | COc1ccc(OC)c(NC(=O)COC(=O)Cc2ccc(-c3ccccc3)cc2)c1 | -1% | -12% | -5% | -5% | 0% | -7% | 1% | -3% | 0 | u | 0%
34 | CN(Cc1c(F)cccc1Cl)C(=O)c1ccc(NC(=O)CC2SC(N3CCCC3)=NC2=O)cc1 (configuration not stated) | x | -3% | 0% | -5% | x | -17% | -2% | -3% | 0 | 6% | 10%
35 | CC(=O)Nc1c(O)nc(SCC(=O)Nc2nnc(SCc3ccccc3)s2)[nH]c1=O | -1% | 9% | 9% | 3% | 24% | -1% | 1% | -5% | -5 | u | 12%
36 | CCCCC(=O)Nc1cccc(NC(=O)c2ccc(Br)o2)c1 | -7% | u | -1% | -2% | 33% | 2% | -2% | 2% | 2 | 5%[2.3 µM] | u
37 | CC(O)CNc1ncnc2cc(-c3ccc(F)cc3)sc12 (configuration not stated) | u | u | 11% | 15% | -35% | 41% | u | u | 5 | 11µM* | u
38 | COCCOc1cc(NCc2ccccc2)c2ncn(C(C)C)c2c1 | x | x | 1% | -10% | x | 13% | 3% | x | x | x | -6%

# From PubChem BioAssay

# Rows are unselected, and some 15% of all compounds hit somewhere here.
